# Compound activity from PubChem.
# IL-2 act = activates IL-2 in a cell-based reporter assay | AID 652025 | 360,000 tested, 0.065% active | activation, % (series mostly up to about 46 µM) | IL-2 activation reporter assay, cell-based qHTS; stimulated with anti-CD3/CD4/CD28 beads; in transgenic mouse T cells; in the data active = activation above about 50%; inconclusive = mostly about 30% to 49%; note: 0% is about no effect
#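 Readout: EGFP and DsRed signals by fluorescent plate cytometry. Unstimulated transgenic mouse T cells received compound 60 min before antibody-bead stimulation, then incubated 18 h at 37 degrees C.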
# GLP-1R agonist = activates the human GLP-1 receptor; P43220; 380,000 tested, 0.007% active; Potency, µM (doses to about 45.6 µM), inactives show at the highest dose activation, most hits filed as activators; HEK293 GLP-1R CRE-luciferase, luminescence, 4-6 h; cells express a hypersensitive GLP-1R form; note: potency is the fitted concentration of half-maximal effect; % of control where 0% means no effect
# EPAC1 agonist = activates human EPAC1 exchange factor | O95398 | EPAC1 agonist qHTS, biochemical assay; response scale: 100% = response to 6.5 mM cAMP | Potency, µM (highest dose often 154 µM), without a hit: at the top dose activation, usual class: activators | 360,000 tested, 0.073% active | AID 720707; note: potency is the fitted concentration of half-maximal effect; nearly all actives have a fitted effect of over 60% in size
#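 Nucleotide exchange by EPAC1 (100 nM) on Rap1B–BODIPY-GDP (250 nM) in the presence of 50 uM GDP is tracked fluorescently at 480/540 nm over 30 min. Signals are normalized to a 6.5 mM cAMP control.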
# GLP1R inv ag = inverse agonists of human GLP-1 receptor. Potency, µM (series often up to 38.3 µM), for inactives: at the highest dose activity change, negative = inhibition, hits mostly inhibitors. HEK293 GLP-1R CRE-luciferase, luminescence, 24 h; GLP-1R form is constitutively active. 410,000 tested, 1.6% active; note: potency is the fitted concentration of half-maximal effect; % is set by controls: 0 for no effect and ±100 for the full control effect; nearly all actives have a fitted effect of over 55% in size
#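 HEK293 cells stably co-expressing a cAMP-responsive luciferase reporter and constitutively active GLP-1R were seeded, incubated 12 h, then exposed to compounds for 24 h at 37 C. Luminescence was read 12 min after detection reagent; inverse agonists lower signal.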
# PLK1 PBD block = inhibitors of human PLK1 polo-box domain binding. Plk1 PBD binding of FITC phosphopeptide, fluorescence polarization. 360,000 tested, 2.8% active. Potency, µM, for inactives: max response, negative = inhibition, usual class: inhibitors. P53350. AID 720504; note: potency is the fitted concentration of half-maximal effect; series mostly up to about 57 µM; % is set by controls: 0 for no effect and ±100 for the full control effect; nearly all actives have a fitted effect of over 65% in size
# Target sequence (P53350 whole entry, looked up, the tested form may be a part): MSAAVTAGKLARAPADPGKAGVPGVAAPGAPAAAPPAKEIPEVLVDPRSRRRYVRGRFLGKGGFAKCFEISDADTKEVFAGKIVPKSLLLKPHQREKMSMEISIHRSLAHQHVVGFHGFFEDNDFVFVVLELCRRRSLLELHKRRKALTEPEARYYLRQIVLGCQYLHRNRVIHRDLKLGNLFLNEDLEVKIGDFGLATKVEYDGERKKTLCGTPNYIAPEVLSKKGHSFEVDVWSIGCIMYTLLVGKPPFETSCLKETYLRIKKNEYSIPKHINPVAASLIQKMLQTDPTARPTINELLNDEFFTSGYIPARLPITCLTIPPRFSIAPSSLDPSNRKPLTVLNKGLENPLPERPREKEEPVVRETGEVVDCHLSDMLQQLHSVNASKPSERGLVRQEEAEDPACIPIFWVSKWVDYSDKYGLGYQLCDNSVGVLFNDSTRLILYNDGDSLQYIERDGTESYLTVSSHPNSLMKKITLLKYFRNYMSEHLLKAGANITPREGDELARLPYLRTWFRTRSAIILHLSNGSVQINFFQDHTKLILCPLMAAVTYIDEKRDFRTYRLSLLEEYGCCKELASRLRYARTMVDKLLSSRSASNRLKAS
# EPAC1 antag = antagonists of human EPAC1. Potency, µM (doses to about 115 µM), for inactives: at the top dose activity change, negative = inhibition, most hits filed as inhibitors. O95398. AID 720709. EPAC1 GEF assay, Rap1b-BODIPY-GDP exchange fluorescence. 360,000 tested, 0.14% active;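 note: potency is the fitted concentration of half-maximal effect; plate controls were vehicle for no effect and positive control for full effect; nearly all actives have a fitted effect of over 50% in size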
# GLP1R cytotox = cytotoxic in the GLP-1 receptor inverse agonist counter-screen; HEK293 cAMP-luciferase reporter cells, luminescence, 24 h; Potency, µM (doses to about 38.3 µM), for inactives: at the highest dose activity change, negative = inhibition, most hits filed as inhibitors; 410,000 tested, 0.13% active; AID 624418;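 note: loss of luciferase light is scored as toxicity; potency is the fitted concentration of half-maximal effect; % is set by controls: 0 for no effect and ±100 for the full control effect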
#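 Quantitative HTS format, 1536 wells, 200 cells/uL seeded. Compounds: 23 nL, 24 h, 37 °C. Detection: luciferase reagent, luminescence at 12 min RT; decreased signal taken as cytotoxic.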
# PTHR1 ag = activates the human parathyroid hormone receptor PTHR1; HEK293 GP2 PTHR1 cells, GloSensor cAMP luminescence, 1 h; Potency, µM (titrated, usually from 115 µM), inactives show top-dose activation, usual class: activators; 410,000 tested, 0.075% active; AID 743266; note: potency is the fitted concentration of half-maximal effect; nearly all actives have a fitted effect of over 55% in size; some results filed as inactive show a strong effect at the top dose; inactives centre near -15; many of its hits are not listed in these tables
#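 HEK-293-derived GP2 cells expressing PTHR1 and a GloSensor cAMP reporter, 3,000/well, plated overnight, given luciferin plus IBMX (each 0.5 mM as added) for 1 h at 37 °C, then compound for 1 h at 37 °C. Luminescence was read after 15 min at room temperature.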
# PI5P4K alpha inh = inhibitors of human PI5P4K alpha; P48426; PI5P4Kalpha enzyme, ADP-Glo luminescence, 60 min; stronger effect = lower value; max response, %; 330,000 tested, 1.2% active; AID 652105; active = max response of -50% or lower; inconclusive = between -30% and -50%; inactive = -30% or higher; note: value at the top dose of about 77 µM; % is set by controls: 0 for no effect and ±100 for the full control effect
# Target sequence (P48426 whole entry, looked up): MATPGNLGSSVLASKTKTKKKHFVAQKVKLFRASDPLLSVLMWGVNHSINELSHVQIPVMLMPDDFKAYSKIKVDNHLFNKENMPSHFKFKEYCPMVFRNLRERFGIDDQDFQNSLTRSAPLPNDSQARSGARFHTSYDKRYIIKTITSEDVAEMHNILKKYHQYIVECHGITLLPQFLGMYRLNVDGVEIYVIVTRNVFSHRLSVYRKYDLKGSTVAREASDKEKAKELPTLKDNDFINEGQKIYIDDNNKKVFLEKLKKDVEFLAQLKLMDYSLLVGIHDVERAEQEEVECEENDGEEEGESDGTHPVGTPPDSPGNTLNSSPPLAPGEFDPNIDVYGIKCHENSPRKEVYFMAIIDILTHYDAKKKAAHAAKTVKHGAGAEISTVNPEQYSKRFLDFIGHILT
#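 Controls without substrate or without enzyme flank wells where PI5P4Kalpha converts substrate using 5 microM ATP (final). Incubation lasts 60 minutes at room temperature; ADP formed is read by ADP-Glo luminescence.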
# Starred values were filed as active, the others as inactive; i = inactive; ? = inconclusive; nt = no result given; & = joins results of further samples; [ ] = remark or other dose. Unless noted, calls come from the whole dose curve; as a rule, active = well fitted curve in the direction sought with a large enough effect; inconclusive = small, poorly fitted or top-dose-only effect, or another doubt; inactive = no such curve, though single readings can be large; an effect the other way counts as inactive or inconclusive.
SMILES,IL-2 act,GLP-1R agonist,EPAC1 agonist,GLP1R inv ag,PLK1 PBD block,EPAC1 antag,GLP1R cytotox,PTHR1 ag,PI5P4K alpha inh
Cc1ccccc1NC(=O)/C(C#N)=C\c1cc(C)n(-c2ccc(C(=O)O)cc2)c1C,-0.7,1%,7%,-12%,-21%,0%,?,-24%,-5
CC(=O)C1=C(O)C(=CC=Cc2ccccc2)OC1=O,3.0,-5%,-11%,6%,-19%,6%,-5%,-17%,-23
Cc1ccc(CNC(=S)Nc2cc(C(=O)O)ccc2C)cc1,0.7,0%,5%,2%,-19%,-15%,-2%,i,4
Cc1cccc(OCc2nnc(SCc3nc4cc(C(F)(F)F)ccc4c(=O)[nH]3)o2)c1,0.3,-4%,-14%,-3%,2%,-4%,-5%,-8%,nt
Cn1c(SCC(=O)Nc2ccccc2F)nnc1-c1cc2ccccc2o1,-1.6,2%,9%,18%,-3%,-1%,15%,i,-1
CC1CCN(C(=S)NC2CC3CCC2C3)CC1 (stereo not drawn),-0.5,7%,-3%,?,-9%,-10%,-18%,-8%,-5
C[C@H](CO)N1C[C@H](C)[C@@H](CN(C)Cc2ccncc2)Oc2c(NC(=O)Cc3ccccc3)cccc2C1=O,-4.0,-3%,-3%,-35%,-28%,?,7%,6%,3
Cc1ccc2c(C)nc(Nc3nc(CSc4nnnn4-c4ccccc4)cc(=O)[nH]3)nc2c1,-0.6,-12%,2%,1%,-7%,0%,8%,i,nt
Cc1ccc(-c2nc3ncccc3o2)cc1NC(=O)c1cccs1,0.7,3%,1%,37%[activator],-8%,-8%,1%,-28%,-5
CC(=O)NCCNc1nc(NC(C)C)nc2cc(-c3ccccc3)sc12,-0.4,4%,2%,?,-5%,3%,-3%,-25%,-18
CCOC(=O)c1cc(-c2ccc3c(c2)OCCO3)n[nH]1,-0.8,2%,-7%,-18%,-14%,-18%,0%,-76%[inhibitor],4
OC[C@@H]1CN(Cc2ccc(F)cc2)C[C@H](n2cnc3c(NC4CCCC4)ncnc32)O1,-0.3,6%,-13%,5%,-6%,-4%,3%,-10%,-9
CCOC(=O)c1c(NC(=O)Cn2cnc3scc(-c4ccc(C)cc4)c3c2=O)sc(C)c1C,-2.5,-6%,7%,0%,-12%,-6%,0%,-28%,4
CC(C)CC(=O)Nc1ccc(N2CCN(S(C)(=O)=O)CC2)cc1,0.3,-9%,-1%,16%,4%,7%,3%,i,1
CCN(CC)CCNC(=O)c1ccc(NC(=O)c2ccc(S(=O)(=O)N3CCCCCC3)cc2)cc1,-0.7,6%,-1%,?,-5%,8%,?,-14%,6
O=C(NCc1nnnn1-c1cccc(F)c1)c1ccc(S(=O)(=O)N2CCOCC2)cc1,-3.8,2%,1%,-8%,-1%,-3%,-13%,-36%[inhibitor],3
Cc1ccccc1CC(=O)N1CC(C)OC(C)C1 (stereo not drawn),-2.9,7%,-13%,5%,-7%,-10%,-12%,-21%,0
Cc1noc(C)c1COc1ccc(C(=O)NNC(=O)c2ccccc2O)cc1,0.1,2%,-9%,?,3%,-7%,-13%,-21%,6
CN1CCN(C(=O)c2ccc(NC(=O)c3ccc(Br)o3)cc2)CC1,-0.9,6%,16%,23%,-7%,-6%,-7%,-23%,0
Cc1cccc(C(=O)O[C@@H]2[C@H](Cc3ccccc3)NS(=O)(=O)[C@H]3C[C@@H]4C=C[C@]23O4)c1,-0.3,-3%,-8%,-27%,-5%,-8%,3%,i,0

# Sorted by number of heavy atoms (high to low): part of the list above
SMILES,IL-2 act,GLP-1R agonist,EPAC1 agonist,GLP1R inv ag,PLK1 PBD block,EPAC1 antag,GLP1R cytotox,PTHR1 ag,PI5P4K alpha inh
CCN(CC)CCNC(=O)c1ccc(NC(=O)c2ccc(S(=O)(=O)N3CCCCCC3)cc2)cc1,-0.7,6%,-1%,?,-5%,8%,?,-14%,6
CCOC(=O)c1c(NC(=O)Cn2cnc3scc(-c4ccc(C)cc4)c3c2=O)sc(C)c1C,-2.5,-6%,7%,0%,-12%,-6%,0%,-28%,4
O=C(NCc1nnnn1-c1cccc(F)c1)c1ccc(S(=O)(=O)N2CCOCC2)cc1,-3.8,2%,1%,-8%,-1%,-3%,-13%,-36%[inhibitor],3
Cc1noc(C)c1COc1ccc(C(=O)NNC(=O)c2ccccc2O)cc1,0.1,2%,-9%,?,3%,-7%,-13%,-21%,6

# (further entries)
SMILES,IL-2 act,GLP-1R agonist,EPAC1 agonist,GLP1R inv ag,PLK1 PBD block,EPAC1 antag,GLP1R cytotox,PTHR1 ag,PI5P4K alpha inh
COc1ccc(OC)c(NC(=O)c2cccnc2Sc2ccccc2)c1,-2.0,3%,8%,9%,-10%,-12%,1%,i,-3
Cc1ccc(C)c(SCC(=O)OC/C(O)=C(\C#N)c2nc3ccccc3[nH]2)c1,-1.4,-1%,7%,?,-2%,-1%,?,-11%,?
CC(=O)NC(=S)Nc1ccc(NC(=O)c2cccnc2)cc1,0.4,7%,-1%,19%,3%,-2%,1%,i,1
COc1ccc(N2CCN(S(=O)(=O)c3cc(Br)cc4c3N(C(=O)C3CC3)CC4)CC2)cc1,nt,0%,nt,-8%,nt,nt,1%,-9%,nt
Cc1ccc(NC(=O)Cn2nc(C(=O)Nc3ccc(C)cc3)ccc2=O)cc1,-0.5,0%,-6%,21%&2%,4%,-12%,1%&5%,-7%&-21%,-3
CC(C)c1ccc2oc(-c3ccc(NC(=O)c4ncn[nH]4)cc3)nc2c1,-1.2,-1%,8%,5%,-8%,-5%,2%,i,nt
CCOC(=O)c1[nH]c2ccc(OC)cc2c1NC(=O)NC(C)C,0.5,0%,-8%,-14%,1%,10%,-6%,i,1
COCCn1c(SCC(=O)Nc2cc(OC)ccc2OC)nc2c(c1=O)SC(C)C2 (stereo not drawn),-0.6,?,2%,83%[activator],-15%,-9%,-6%,-6%,2
COc1ccccc1OCC(=O)NNC(=O)C(=O)N1CCCC1,1.0,-1%,5%,4%,-3%,-2%,5%,i,2
COC(=O)c1ccc2nc(-c3ccc(OC)c(OC)c3)c(Cc3cccc(F)c3)n2c1,-0.5,14%,4%,3%,-4%,-21%,-3%,-44%[inhibitor],-6
O=C(NNC(=O)c1ccc(-n2cncn2)c([N+](=O)[O-])c1)c1cccc(Cl)c1,0.8,-2%,1%,4%,-1%,-3%,-7%,-3%,-9
COc1cc(/C=C(\C#N)C(=O)Nc2ccccc2)ccc1OCCN1CCOCC1,0.1,-8%,-26%,?,-16%,-18%,-4%,-14%,-6
CCCCN1CC(C(=O)NC2CCCCC2)CC1=O (stereo not drawn),1.2,-5%,0%,8%,5%,11%,11%,i,-3
CN(CC(=O)Nc1ccccc1Cl)C(=O)CSc1ncc(C(F)(F)F)cc1Cl,1.8,-4%,0%,-19%,5%,-9%,-11%,-6%,18
Cc1cc(C)n2c(Nc3c(C)cccc3C)c(-c3ccccn3)nc2n1,-0.7,-5%,-3%,-30%,1%,-11%,-7%,-10%,2
O=C(CSC1=Nc2ccccc2N=C(c2ccc(F)cc2)C1)Nc1cc(F)ccc1F,nt,1%,nt,16%,nt,nt,-2%,-18%,nt
COc1ccc(-c2noc(CCC(=O)Nc3ccc4c(c3)OCCO4)n2)cc1,0.3,8%,-4%,?,-4%,-15%,-30%,-23%,4
CCCC(=O)Nc1ccc(S(=O)(=O)Nc2nccs2)cc1,0.1,-1%,-11%,14%,-10%,1%,13%,i,1
O=C1NC(=O)/C(=C\c2ccc(Cl)nc2)S1,-0.8,-6%,-12%,16%,27µM*,-17%,1%,-42%[inhibitor],?
O=S(=O)(NCCc1ccccc1)c1cccc2nsnc12,4.9,5%,6%,7%,-3%,-1%,18%,-39%[inhibitor][57.5 µM],nt
Cn1c(Cn2c3ccccc3c3ccccc32)n[nH]c1=S,1.2,-1%,7%,?,-2%,-8%,-25%,i,0
CCn1c2ccccc2c2nnc(SCCN3CCOCC3)nc21,0.6,28%,7%,95%[activator],-21%,-26%,-20%,i,-8
Cc1cccc(NC(=S)NC2CC3CCCC(C2)N3Cc2ccco2)c1 (stereo not drawn),-0.8,8%,13%,?,-10%,-5%,1%,21%,-3
CC(C)C[C@H](NC(=O)C1(c2ccccc2)CCN(C(=O)[C@H]2CSCN2C(=O)OC(C)(C)C)CC1)C(=O)O,0.4,-18%,5%,2%,-18%,1%,17%,i,0
CCc1nc2ccc(C(=O)NC3CCN(Cc4ccccc4)CC3)cn2c1N(CC)Cc1cccc(Br)c1,-1.0,-16%,-4%,?,-5%,-22%,?,0%,2
Cn1c(NCCOc2ccccc2)nc2cc(-c3ccc(F)cc3)sc2c1=O,1.8,-4%,-1%,8%,-6%,0%,-3%,-2%,9
O=[N+]([O-])c1ccc(COc2ccc(CN3CCOCC3)cc2)cc1,2.0,7%,-6%,?,-4%,-5%,-4%,-50%[inhibitor],8
Cn1c(N)c(C(=O)c2cc(-c3ccccc3)nc3ccccc23)c(=O)n(C)c1=O,0.2,-4%,5%,-29%,-1%,-8%,-29%,-4%,-5
Cc1cc(C)c2c(N)c(C(=O)C(C)(C)C)sc2n1,-2.2,5%,-2%,11%,-4%,-21%,13%,i,0
Cc1nc(C)n(CC(C)C(=O)N2CCN(S(=O)(=O)c3ccccc3)CC2)n1 (stereo not drawn),-0.2,10%,1%,12%,1%,-6%,-3%,-14%,-2
Cc1c(/C=C2\NC(=O)NC2=O)c2ccccc2n1C,1.5,6%,1%,1%,-7%,2%,-27%,i,-3
COC(=O)C(CC(=O)CNC(=O)c1ccccc1)NC(=O)c1ccccc1 (stereo not drawn),0.5,7%,4%,9%,-8%,-23%,4%,i,-5
CCC1CCCCN1CCCNC(=O)c1cc2c(=O)n(CC)c3ccccc3c2s1 (stereo not drawn),nt,-4%,nt,9%,nt,nt,0%,-5%,nt
COc1ccc(-n2c(C)nc3cc(C(=O)O)ccc32)cc1,-0.8,-3%,-2%,0%,-2%,13%,18%,-23%[57.5 µM],nt
N#CCCN(C(=O)CN1CCN(S(=O)(=O)c2ccc(Cl)s2)CC1)c1ccc(F)cc1,-0.2,9%,-13%,-3%,-6%,-15%,18%,-12%,6

# Only part of the results is shown. The share of hits here may be higher or lower than overall.
